AHR activator: activators of human aryl hydrocarbon receptor; P35869; 2.5% of 320,000 active; AHR-responsive luciferase reporter cells, luminescence; activation, % at 5 µM; AID 2796; in the data active = activation above about 47%;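 note: 0% = vehicle wells and 100% = reference agonist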
procasp3 activ: procaspase-3 (human) activation; P42574; recombinant procaspase-3 D3A, Ac-DEVD-pNA absorbance 405 nm; activation, % at 8.5 µM; 0.11% of 330,000 active; AID 463141;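 active = activation above the mean of all tested compounds plus 3 SD, cut at about 21% in these data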;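 note: 0% = DMSO alone and 100% = DMSO wells spiked with extra 5 µM PC-3 D3A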
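Assay system – Procaspase-3 D3A mutant, all three cleavage aspartates alanine · Controls – DMSO-only low control, 5 µM PC-3 D3A high control · Schedule – 1 h compound preincubation, 2 h substrate hydrolysis at 25 °C · Signal – 405 nm absorbance of p-nitroaniline, reads at 0 and 120 min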
LAP4-GFP MLPCN: yeast TOR pathway LAP4-GFP modulation. AID 2023. S. cerevisiae LAP4-GFP multiplex, flow cytometry GFP, 3 h; median GFP as percent of DMSO wells. GFP response vs DMSO, % at 10 µM. 0.34% of 320,000 active;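 active = GFP response vs DMSO above a set limit, about the screen mean plus 3 SD, cut at about 150% in these data; inconclusive = under 70 cell events counted for the yeast strain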
ZTA DNA inh: blocks Epstein-Barr virus ZTA, an EBNA-1 counter-screen; inhibition, % at 11 µM; 0.15% of 320,000 active; ZTA-DNA binding, fluorescence polarization; P03206; in the data active = inhibition above about 33%
MEP2-GFP yeast: yeast TOR pathway MEP2-GFP modulation. S. cerevisiae MEP2-GFP strain, flow cytometry GFP, 3 h; 100% = DMSO control level. GFP response vs DMSO, % at 10 µM. 0.51% of 330,000 active;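 active = GFP response versus DMSO above a set limit, roughly screen mean plus 3 SD, cut at about 180% in these data; inconclusive = fewer than 70 cells counted for a yeast strain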;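 note: median GFP fluorescence of the barcode-gated MEP2-GFP cells per well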
EBNA-1 inhibitor: blocks EBNA-1 binding to DNA; EBNA-1 DNA binding, fluorescence polarization; inhibition, % at 14.8 µM; 0.34% of 300,000 active; AID 1950; in the data active = inhibition above about 28%
RPL19A-GFP yeast: alters RPL19A-GFP fluorescence in TOR pathway yeast screen; S. cerevisiae RPL19A-GFP strain, flow cytometry, 3 h; hits give low values; AID 2025; 0.3% of 330,000 active; percent response vs DMSO, % at 10 µM;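 active = percent response vs DMSO below 50%; inconclusive = fewer than 70 events counted for the yeast strain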;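 note: median channel GFP fluorescence of the barcoded RPL19A-GFP strain; ratio of sample median GFP to plate DMSO average so 100% = DMSO; lower means less RPL19A-GFP as with rapamycin TOR inhibition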
procasp7 counter: counter-screen for procaspase-3 activators: activators of human procaspase-7; 0.093% of 330,000 active; activation, % at 8.5 µM; P55210; recombinant procaspase-7, Ac-DEVD-pNA absorbance 405 nm; D23A/D198A/D206A triple mutant, cannot self-cleave; scale: DMSO 0, 5 µM enzyme 100;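 active = percent activation above the screen-wide mean plus 3 SD, cut at about 25% in these data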
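Material: Procaspase-7 triple mutant (PC-7 D3A) | Quantity: 2 µM procaspase-7 mutant as dispensed | Reagent: DEVD-pNA substrate | Times: 1 h preincubation, 2 h reaction | Technique: 405 nm absorbance of p-nitroaniline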
An asterisk follows results filed as active; u = inconclusive; x = no result given.

Preview:
No.	SMILES	AHR activator	procasp3 activ	LAP4-GFP MLPCN	ZTA DNA inh
1	Cn1c(=O)[nH]c(Nc2ccccc2)c([N+](=O)[O-])c1=O	1.3	-3.1	104.5	-1.3
2	COc1ccc(OC)c(Cc2nnc(CCC(=O)N3CCCCC3c3nccs3)o2)c1 (stereo not given)	28.0	2.0	110.1	6.8
3	O=C(CCC1CCCN(C(=O)c2ccc3c(c2)OCO3)C1)N1CCN(c2ccccn2)CC1 (stereo not given)	-0.1	3.8	124.5	7.5
4	COc1ccccc1S(=O)(=O)Cc1ccc(C(=O)NCc2cccnc2)o1	0.9	3.5	104.0	6.0
5	CCOCCn1c(=O)c2c(nc3n2CC(C)CN3CCc2ccccc2)n(C)c1=O (stereo not given)	0.6	-7.1	99.8	1.9
6	C=CCSc1nnc2c(n1)OC(c1cccnc1)Nc1ccccc1-2 (stereo not given)	1.2	-23.2	97.1	13.5
7	C=CCn1c(NCc2cc(Cl)ccc2O)nc2ccccc21	4.5	3.2	87.1	-2.7
8	CC1(C)CC(=O)C(C(c2cccnc2)C2C(=O)CC(C)(C)CC2=O)C(=O)C1	-1.8	-0.7	98.3	-9.4
9	N#CC1(c2ccccc2)CCCN1C(=O)c1ccc(Br)o1 (stereo not given)	0.5	4.8	102.1	-4.9
10	O=C1CC(NC(=O)C(F)(F)F)=NN1c1ccccc1	0.3	-1.4	97.6	7.6

No.	MEP2-GFP yeast	EBNA-1 inhibitor	RPL19A-GFP yeast	procasp7 counter
1	101.2	-4.4	100.5	-10.5
2	100.5	-0.8	95.2	10.6
3	102.7	4.4	101.0	6.3
4	101.5	0.2	98.3	7.4
5	98.5	-5.0	97.1	5.7
6	92.6	5.6	95.1	-20.1
7	96.5	-6.1	95.9	-3.1
8	95.6	-1.6	99.7	-3.9
9	105.3	-6.8	105.2	-3.6
10	96.8	0.9	99.0	-6.3

No.	SMILES	AHR activator	procasp3 activ	LAP4-GFP MLPCN	ZTA DNA inh
11	CCOc1ccccc1CN1CCN(Cc2cc(=O)c3ccccc3[nH]2)CC1CCO (stereo not given)	12.0	-5.8	98.0	3.6
12	CN(Cc1ccc(F)cc1Cl)S(=O)(=O)c1cccs1	-0.4	-0.4	105.0	-0.9

No.	MEP2-GFP yeast	EBNA-1 inhibitor	RPL19A-GFP yeast	procasp7 counter
11	100.4	3.3	104.9	11.7
12	84.8	-0.6	96.3	5.2

Results, from the start:
No.	SMILES	AHR activator	procasp3 activ	LAP4-GFP MLPCN	ZTA DNA inh
1	Cn1c(=O)[nH]c(Nc2ccccc2)c([N+](=O)[O-])c1=O	1.3	-3.1	104.5	-1.3
2	COc1ccc(OC)c(Cc2nnc(CCC(=O)N3CCCCC3c3nccs3)o2)c1 (stereo not given)	28.0	2.0	110.1	6.8
3	O=C(CCC1CCCN(C(=O)c2ccc3c(c2)OCO3)C1)N1CCN(c2ccccn2)CC1 (stereo not given)	-0.1	3.8	124.5	7.5
4	COc1ccccc1S(=O)(=O)Cc1ccc(C(=O)NCc2cccnc2)o1	0.9	3.5	104.0	6.0
5	CCOCCn1c(=O)c2c(nc3n2CC(C)CN3CCc2ccccc2)n(C)c1=O (stereo not given)	0.6	-7.1	99.8	1.9
6	C=CCSc1nnc2c(n1)OC(c1cccnc1)Nc1ccccc1-2 (stereo not given)	1.2	-23.2	97.1	13.5
7	C=CCn1c(NCc2cc(Cl)ccc2O)nc2ccccc21	4.5	3.2	87.1	-2.7
8	CC1(C)CC(=O)C(C(c2cccnc2)C2C(=O)CC(C)(C)CC2=O)C(=O)C1	-1.8	-0.7	98.3	-9.4

No.	MEP2-GFP yeast	EBNA-1 inhibitor	RPL19A-GFP yeast	procasp7 counter
1	101.2	-4.4	100.5	-10.5
2	100.5	-0.8	95.2	10.6
3	102.7	4.4	101.0	6.3
4	101.5	0.2	98.3	7.4
5	98.5	-5.0	97.1	5.7
6	92.6	5.6	95.1	-20.1
7	96.5	-6.1	95.9	-3.1
8	95.6	-1.6	99.7	-3.9

Continuation:
No.	SMILES	AHR activator	procasp3 activ	LAP4-GFP MLPCN	ZTA DNA inh
9	N#CC1(c2ccccc2)CCCN1C(=O)c1ccc(Br)o1 (stereo not given)	0.5	4.8	102.1	-4.9
10	O=C1CC(NC(=O)C(F)(F)F)=NN1c1ccccc1	0.3	-1.4	97.6	7.6
11	CCOc1ccccc1CN1CCN(Cc2cc(=O)c3ccccc3[nH]2)CC1CCO (stereo not given)	12.0	-5.8	98.0	3.6
12	CN(Cc1ccc(F)cc1Cl)S(=O)(=O)c1cccs1	-0.4	-0.4	105.0	-0.9
13	CCN(CC(=O)Nc1sc2c(c1C#N)CCCC2)CC(=O)NC1CCS(=O)(=O)C1 (stereo not given)	6.3	6.1	93.2	2.5
14	Cc1ccccc1-c1cc(C(=O)NCc2cccc(C(F)(F)F)c2)n(CC2CC(c3cccnc3)=NO2)n1 (stereo not given)	0.3	4.9	113.1	x
15	COc1ccc(CNC(=O)Cn2ccc([N+](=O)[O-])n2)cc1OC	1.5	3.6	98.7	1.6
16	COc1ccc(C2c3ccc(O)cc3Oc3ncn(CCN4CCOCC4)c(=N)c32)cc1OC (stereo not given)	-0.6	4.5	106.7	-6.1

No.	MEP2-GFP yeast	EBNA-1 inhibitor	RPL19A-GFP yeast	procasp7 counter
9	105.3	-6.8	105.2	-3.6
10	96.8	0.9	99.0	-6.3
11	100.4	3.3	104.9	11.7
12	84.8	-0.6	96.3	5.2
13	107.5	-7.3	115.5	-2.4
14	103.7	x	105.5	-5.5
15	102.7	1.6	98.2	-2.5
16	104.1	-2.1	104.9	9.4

Next section
No.	SMILES	AHR activator	procasp3 activ	LAP4-GFP MLPCN	ZTA DNA inh
17	O=C(COC(=O)C1CC1)Nc1ccc(Cl)cc1Cl	-2.1	2.8	93.9	-4.5
18	Cn1c(CCNC(=O)c2ccccc2F)nnc1SCc1nc2ccccc2c(=O)[nH]1	3.0	4.9	94.7	-6.6
19	COc1ccc(C(=O)n2nnc3ccccc32)cc1Br	0.1	10.7	121.3	-9.3
20	Cc1c(C)n(CCCN(C)C)c2ncnc(Nc3ccc(F)cc3)c12	35.4	0.0	98.4	2.5
21	CCOC(=O)c1ccc(NC(=S)NCc2cccnc2)cc1	0.0	1.9	88.5	-10.0
22	Cc1cc(OCC(=O)NCc2cccnc2)c2c(C)cc(=O)oc2c1	23.9	-7.7	89.9	2.0
23	COc1cc(/C=N/OCC(=O)Nc2ccc(OC(F)F)cc2)ccc1OCc1ccccc1	7.7	1.1	100.1	-10.7
24	O=C(O)c1cccc(NC(=O)c2cc(NC(=O)c3ccccc3)cc(NC(=O)c3ccccc3)c2)c1	-2.8	0.7	86.0	-12.4

No.	MEP2-GFP yeast	EBNA-1 inhibitor	RPL19A-GFP yeast	procasp7 counter
17	87.6	x	89.8	11.0
18	94.8	-4.8	93.7	5.6
19	103.4	3.3	94.0	-3.9
20	108.4	-5.8	101.3	4.8
21	104.3	-17.7	99.4	2.9
22	90.6	-5.4	96.5	10.8
23	101.1	4.2	104.2	-2.1
24	103.9	-2.3	98.5	-0.9

Other records.
No.	SMILES	AHR activator	procasp3 activ	LAP4-GFP MLPCN	ZTA DNA inh
25	CCOC(=O)c1sc(NC(=O)COc2ccc3c(c2)OCO3)nc1C	2.6	-5.0	108.0	10.1
26	COc1ccc(N(C)S(=O)(=O)c2cccc(C(=O)Nc3nc(C)cs3)c2)cc1	0.6	-5.3	95.8	-7.2
27	CN1/C(=c2/s/c(=C3/C(=O)N(c4ccccc4)NC3=Nc3ccccc3)n(C)c2=O)C(C)(C)c2ccccc21	3.6	-15.3	99.3	7.4
28	CC(C)C(=O)NN1c2ccccc2CCc2ccccc21	1.1	1.4	112.2	-1.2
29	CN1C2CCC1CC(NS(=O)(=O)c1cccc(C(F)(F)F)c1)C2 (stereo not given)	-1.4	6.7	106.1	2.2
30	COc1cccc(-c2nn3c(-c4ccccn4)nnc3s2)c1	-1.9	-0.4	103.0	-20.2
31	COc1ccc(/C=N/OC(=O)Nc2ccc(Cl)cc2)c(OC)c1	0.1	-5.4	107.3	2.9
32	O=C(CSc1ncn[nH]1)Nc1ccccc1Sc1ccccc1	-1.1	-11.7	99.3	6.7

No.	MEP2-GFP yeast	EBNA-1 inhibitor	RPL19A-GFP yeast	procasp7 counter
25	107.0	64.8*	103.2	0.4
26	90.8	x	90.0	-0.1
27	104.9	6.4	98.1	-5.8
28	104.2	5.8	100.0	0.2
29	102.3	6.6	103.4	14.2
30	116.2	6.6	100.8	8.6
31	97.6	-6.9	97.8	8.0
32	99.9	8.9	94.4	-1.8

New compounds follow
No.	SMILES	AHR activator	procasp3 activ	LAP4-GFP MLPCN	ZTA DNA inh
33	COC(=O)Nc1ccc(S(=O)(=O)Nc2cc(OC)nc(OC)n2)cc1	1.5	3.9	91.2	-18.6
34	COC(=O)CSc1[nH]c(=O)cc(C)c1C#N	3.5	-3.3	u	9.3
35	COc1ccc(CCN2CC(C(=O)Nc3ccc4c(c3)OCO4)CC2=O)cc1OC (stereo not given)	3.1	7.6	96.7	8.5
36	COc1ccc(-n2c(=O)c(NC(=O)c3ccccc3)c3n(c2=S)CCCCC3)cc1	0.3	3.9	99.5	-17.2
37	CC(C)c1nc2scc(-c3ccc(Cl)cc3)c2c(=O)n1N	2.7	14.0	111.0	1.6
38	O=C(CC12CC3CC(CC(C3)C1)C2)NCO	0.2	5.0	114.5	5.8
39	Cc1cccc(N2CCN(C(=O)c3ccc4c(c3)NC(=O)C(CSCc3cccc(F)c3)N4)CC2)c1C (stereo not given)	-1.9	-5.3	112.2	-9.6
40	CCOc1ccc(S(=O)(=O)N(CC(=O)N2CCC(C(N)=O)CC2)c2ccc(F)cc2)cc1	-0.5	3.2	95.5	4.5

No.	MEP2-GFP yeast	EBNA-1 inhibitor	RPL19A-GFP yeast	procasp7 counter
33	90.6	2.6	103.1	-6.2
34	u	-13.9	u	7.3
35	109.7	6.2	103.2	-6.2
36	102.1	8.5	102.5	-2.1
37	97.9	4.0	98.7	8.9
38	103.5	1.9	101.7	-5.4
39	108.1	-4.6	100.4	-12.9
40	99.4	-2.3	99.2	7.3

Other structures:
No.	SMILES	AHR activator	procasp3 activ	LAP4-GFP MLPCN	ZTA DNA inh
41	CCN(CC(=O)NC1CCS(=O)(=O)C1)c1nc(-c2cccnc2)nc2ccccc12 (stereo not given)	1.9	0.5	95.6	1.7
42	O=C(CN1CCN(Cc2cccc(F)c2)CC1)Nc1ccccc1F	-2.0	6.6	93.9	12.4
43	CC(C)NS(=O)(=O)c1ccc(OCC(=O)Nc2ccc3c(c2)OCO3)cc1	3.3	1.6	101.9	-11.8
44	CCN1C(=O)[C@H]2[C@@H](c3ccc(-c4ccc(OC)cc4)cc3)N3CCC[C@@]3(C(=O)OC)[C@H]2C1=O	0.3	4.1	99.4	16.7
45	CCOc1cc(NC(=O)c2ccccc2[N+](=O)[O-])c(OCC)cc1NC(=O)CC(C)C	6.8	4.2	101.7	-20.8
46	Cc1ccc(N2CC(C(=O)Nc3nnc(SCc4ccccn4)s3)CC2=O)cc1 (stereo not given)	-0.7	9.7	126.7	-1.8
47	CC1(C)CC(=O)C=C(Nc2ccc(F)c(Cl)c2)C1	3.3	8.1	97.8	-3.4
48	O=C(Cc1cccs1)NCc1ccc(Cl)cc1	-0.6	0.1	86.6	0.4
49	CCCc1c(C)nc2ccccc2c1SCCC#N	-3.4	1.5	95.5	-12.1

No.	MEP2-GFP yeast	EBNA-1 inhibitor	RPL19A-GFP yeast	procasp7 counter
41	95.2	-8.1	97.0	0.2
42	98.4	8.5	95.8	9.3
43	95.9	-3.0	97.9	-1.4
44	102.0	13.4	99.6	6.2
45	103.8	-12.1	102.5	3.2
46	110.2	8.4	101.7	-6.2
47	97.4	-1.1	106.3	9.4
48	100.5	11.1	102.8	9.2
49	104.5	3.1	102.8	7.8

Assay outcomes as filed in PubChem BioAssay.
